# LGR2 inh – inhibitors of bursicon-induced LGR2 CRE-luciferase signal, primary screen, cell-based, HEK293, CRE-luciferase reporter, bursicon stimulation. Drosophila bursicon receptor LGR2 (rickets). bursicon-stimulated, 4 h. inhibition, % at 9.99 µM. 380,000 tested, 0.35% active;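 active = drop in luminescence signal, shown as inhibition above about 50% in the replicate tests, limit read from the data, passing the limit was not always enough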;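 note: agonist challenge used bursicon conditioned medium at about half maximal strength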
# CASP6 VEID inh – human caspase-6 inhibitors, primary screen, biochemical, VEID-R110 fluorescence, single point, set 2; P55212; purified caspase-6, Z-VEID-R110 cleavage fluorescence; inhibition, % at 12.5 µM; 350,000 tested, 0.53% active; AID 686996, 2013;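 active = mean inhibition across replicates at least about 35%, with every replicate also reaching that limit, limit read from the data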;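 note: 0% = median of neutral control wells and 100% = no fluorescence left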
# Target sequence (P55212 24-179 limits assumed): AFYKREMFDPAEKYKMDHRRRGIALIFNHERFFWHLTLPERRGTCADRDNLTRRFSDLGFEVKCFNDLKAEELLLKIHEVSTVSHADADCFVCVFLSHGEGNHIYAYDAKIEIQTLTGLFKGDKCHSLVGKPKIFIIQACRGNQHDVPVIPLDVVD
# Target sequence (P55212 194-293 limits assumed): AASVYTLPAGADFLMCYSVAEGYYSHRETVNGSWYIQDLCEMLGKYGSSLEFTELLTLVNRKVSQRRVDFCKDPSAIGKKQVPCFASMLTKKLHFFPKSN
# S100A4 inh HTS – inhibitors of S100A4-myosin IIA peptide binding, primary screen, biochemical, fluorescence polarization, TAMRA-MyoIIA peptide; inhibition, % at 10.7 µM; Protein S100-A4 (Homo sapiens), P26447; 360,000 tested, 0.14% active;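 active = mean inhibition of at least 70% across replicates, with every replicate also reaching that level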
# Target sequence (P26447 whole entry, looked up): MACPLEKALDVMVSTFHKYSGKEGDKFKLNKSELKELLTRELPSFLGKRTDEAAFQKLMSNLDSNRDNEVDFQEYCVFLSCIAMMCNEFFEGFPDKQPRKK
#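 incubation = readout 5 min after mixing, signal stable up to 60 min | system = S100A4 monomer protein | buffer or medium = HEPES pH 7.2 with CaCl2, KCl, NaCl, DTT, Triton | benchmarks = neutral control DMSO, positive control TFP | also added = fluorescent myosin IIA peptide, 5 nM | compound dosing = one concentration per compound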
# SIRT5 inh – SIRT5 desuccinylase inhibitors, primary screen, biochemical, fluorescence imaging, single point, set 5. AID 652115, 2013. inhibition, % at 15 µM. 330,000 tested, 1.1% active. NAD-dependent protein deacylase sirtuin-5, mitochondrial (Homo sapiens), Q9NXA8. Purified SirT5, succinyl-peptide AMC, trypsin-coupled fluorescence; in the data active = inhibition above about 15%
# Target sequence (Q9NXA8 whole entry, looked up): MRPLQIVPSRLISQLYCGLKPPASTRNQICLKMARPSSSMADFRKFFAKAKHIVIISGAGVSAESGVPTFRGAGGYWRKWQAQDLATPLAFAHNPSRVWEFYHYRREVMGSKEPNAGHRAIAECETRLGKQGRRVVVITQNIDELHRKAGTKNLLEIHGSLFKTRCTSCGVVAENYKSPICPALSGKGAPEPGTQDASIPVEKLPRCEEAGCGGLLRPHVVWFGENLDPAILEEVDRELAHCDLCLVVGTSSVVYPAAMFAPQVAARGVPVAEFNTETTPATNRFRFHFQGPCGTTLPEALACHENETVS
# Statin myotox sup – suppressors of statin myotoxicity in C2C12 myotubes, primary screen, cell-based, single point, plate reader | 330,000 tested, 0.78% active | C2C12 myotubes + simvastatin, ATP luminescence, 48 h; scaled: DMSO 0, geranylgeraniol control 100 | rescue of ATP level, % at 7.49 µM;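 active = mean ATP rescue above about 67%, or every replicate alone reaching that limit, limit read from the data, passing the limit was not always enough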;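 note: myotubes were challenged with 10 µM simvastatin during compound exposure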
# esBAF inh – Bmi1 luciferase reporter increase in mESCs, primary screen, esBAF inhibitor project, mouse ES cells, Bmi1 luciferase knock-in, single point; reporter increase, % at 12.5 µM; 350,000 tested, 2% active; 24 h; 100% = twice the neutral-well signal; in the data active = activation above about 40%;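 note: 0% = median of the plate's neutral control wells and 100% = double that signal; a rise in the Bmi1 reporter signal indicates esBAF inhibition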
# FN deposition inh – inhibitors of fibronectin matrix deposition, primary screen, AH1F cells, Alexa488-fibronectin fluorescence, plate reader; AID 743247, 2014; AH1F fibroblasts, overnight; 350,000 tested, 0.086% active; inhibition, % at 12.6 µM;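 active = mean inhibition across replicates of 30% or more, regardless of how many single replicates reach that level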;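 note: positive control wells lacked labelled fibronectin entirely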
#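 material = AH1F fibroblast monolayer depositing Alexa488-labelled fibronectin into matrix | amount = 10000 AH1F cells/well | buffer or medium = DMEM plus 2% serum, read in PBS | incubation = 1 h cell adhesion before compound, then overnight fibronectin incubation | detection = fluorescence at 485 nm excitation, 525 nm emission | evaluation = percent inhibition as loss of matrix-bound fibronectin fluorescence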
# The depositor's hits bear a star; · = not tested or not shown.
# Every second line gives: LGR2 inh, CASP6 VEID inh, S100A4 inh HTS, SIRT5 inh, Statin myotox sup, esBAF inh, FN deposition inh
1	CC(C)Oc1ccccc1C1NC(=O)CCC1[N+](=O)[O-] (stereo not drawn)
  2, -4, 0, 0, -7, -6, 3
2	O=C(O)c1cccc(Nc2ccnc(Nc3cccc(C(=O)O)c3)n2)c1
  90*, 35*, 0, 1, -12, -74, 2
3	CC(=O)Nc1cccc2c1C(=O)N(c1ccccc1C)C2=O
  6, 0, 15, 0, 8, -2, -8
4	Cc1cccc(N(CC(=O)NC2CCCCC2)C(=O)c2c(C)noc2C)c1
  ·, ·, ·, ·, -14, -5, -7
5	CCCNC(=O)C[C@@H]1CC[C@@H]2[C@H](COC[C@@H](O)CN2Cc2ccc(Cl)c(Cl)c2)O1
  -2, 0, 7, -2, 45, 3, -9
6	COc1cc(NC(=O)c2cccs2)c(C(=O)OCC(=O)c2cc(C)n(-c3ccc(F)cc3)c2C)cc1OC
  38, 0, 2, -1, 5, 4, -4
7	Cc1ccc(S(=O)(=O)N[C@H]2C=C[C@@H](CC(=O)NCc3ccc(Cl)c(Cl)c3)O[C@H]2CO)cc1
  -28, -1, 15, -2, 1, 8, 1
8	CO[C@@H](CN(C)S(=O)(=O)c1ccc(C)cc1)[C@@H](C)CN([C@@H](C)CO)S(=O)(=O)c1cccc(Cl)c1
  -1, 1, -1, 3, 1, 1, 6
9	COc1cccc(OC)c1C(=O)Nc1cccc(C(=O)Nc2cccc(C(=O)O)c2)c1
  27, 12, -4, -2, 0, -40, 0
10	COCC#Cc1ccc2c(c1)O[C@H](CN(C)S(C)(=O)=O)[C@@H](C)CN([C@H](C)CO)S2(=O)=O
  -13, 0, 3, 1, -14, 1, 11

# The last 3 compounds of the part before come first, to join the parts.
# Every second line gives: LGR2 inh, CASP6 VEID inh, S100A4 inh HTS, SIRT5 inh, Statin myotox sup, esBAF inh, FN deposition inh
8	CO[C@@H](CN(C)S(=O)(=O)c1ccc(C)cc1)[C@@H](C)CN([C@@H](C)CO)S(=O)(=O)c1cccc(Cl)c1
  -1, 1, -1, 3, 1, 1, 6
9	COc1cccc(OC)c1C(=O)Nc1cccc(C(=O)Nc2cccc(C(=O)O)c2)c1
  27, 12, -4, -2, 0, -40, 0
10	COCC#Cc1ccc2c(c1)O[C@H](CN(C)S(C)(=O)=O)[C@@H](C)CN([C@H](C)CO)S2(=O)=O
  -13, 0, 3, 1, -14, 1, 11
11	Cc1ccc(S(=O)(=O)N2CCN(C(=O)CN3CCN(C)CC3)C2)cc1
  6, -1, 0, -1, 8, 3, ·
12	CCCN1CCN(C(=O)Cn2nc(CC)n3c(cc4sccc43)c2=O)CC1
  7, -2, 7, ·, 0, -3, 8
13	CC12CC3CC1C(C(=O)O2)C3C(=O)O (stereo not drawn)
  6, 1, -5, -4, ·, ·, ·
14	CCN(CC)C(=S)NCCc1ccccc1
  27, -1, -3, 2, ·, ·, -6
15	Cc1cc(Br)ccc1NC(=O)CN(C)C(=O)c1ccccc1OCc1c(C)noc1C
  1, 2, 3, ·, 2, -2, 8
16	Cc1ccc(C)c(C(O)c2ncc(-c3cccc4ccccc34)[nH]2)c1 (stereo not drawn)
  10, 3, 11, -11, 4, -2, 3
17	Fc1ccc(C(Nc2ccccn2)c2c[nH]c3ccccc23)cc1 (stereo not drawn)
  10, -1, -1, -5, ·, ·, 8
18	COc1ccccc1C(=O)NCCC(=O)Nc1ccc(S(=O)(=O)Nc2ncccn2)cc1
  -4, 1, 0, -1, -1, -4, 1
19	O=C(COc1ccc(Cl)cc1)NCc1nnc(SCC(=O)N2CCCC2)o1
  -5, -1, 5, -1, 5, -3, -2
20	O=c1c(Cl)c(N/N=C/c2ccc(Br)cc2)cnn1-c1ccccc1
  ·, ·, ·, ·, 2, -5, 1

# The results go on:
# Every second line gives: LGR2 inh, CASP6 VEID inh, S100A4 inh HTS, SIRT5 inh, Statin myotox sup, esBAF inh, FN deposition inh
21	Cc1ccc(-c2nnn(CC(=O)N(CC3CCCO3)C(C(=O)NC(C)(C)C)c3ccc(F)cc3)n2)o1 (stereo not drawn)
  ·, ·, ·, ·, 12, 2, 11
22	COCOc1cccc(CN2CCC(C)(Oc3cccc(C#N)c3)C2)c1 (stereo not drawn)
  -1, 5, -5, -4, -15, -7, 2
23	CCCCCN(C(=O)CCC(=O)OC(C)C(=O)Nc1ccccc1C)c1c(N)n(CCCC)c(=O)[nH]c1=O (stereo not drawn)
  -4, 1, -1, 1, ·, ·, -7
24	COc1ccc(-n2cccc2/C=C2/NC(=O)N(c3cccc(Cl)c3)C2=O)cc1
  ·, 3, -2, 4, ·, ·, -8
25	Cc1noc(C)c1C(=O)OCC(=O)Nc1ccc(N2CCOCC2)cc1
  2, -1, 2, -2, 1, -5, -1
26	CCc1nc2ccc(C(=O)Nc3cccc(OC)c3)cn2c1N(CCC(C)C)CCN(C)C
  4, -5, -3, -1, -14, -1, -2
27	COc1cc(CN2CCN(S(=O)(=O)c3ccccc3)CC2)cc(OC)c1OC
  1, 1, -3, -1, -8, 1, 3
28	CC(C)NC(=O)N[C@H]1CC[C@H](CCNC(=O)C2CCCC2)O[C@H]1CO
  -5, 0, -17, -2, 1, 0, -4
29	CCCn1c(=O)c2c(nc3n2CC(C)CN3Cc2ccccc2)n(C)c1=O (stereo not drawn)
  -12, -6, 0, 3, 8, 1, 10
30	Cc1ccc(NC(=O)CN2CCC(C(N)=O)CC2)cc1[N+](=O)[O-]
  -38, 5, -2, -2, -3, 9, -4

# Structures above that bear a hit mark in CASP6 VEID inh:
No.	compound	LGR2 inh	CASP6 VEID inh	S100A4 inh HTS	SIRT5 inh	esBAF inh
2	O=C(O)c1cccc(Nc2ccnc(Nc3cccc(C(=O)O)c3)n2)c1	90*	35*	0	1	-74

# Next part.
# Every second line gives: LGR2 inh, CASP6 VEID inh, S100A4 inh HTS, SIRT5 inh, Statin myotox sup, esBAF inh, FN deposition inh
31	N#C/C(=C(/O)c1ccco1)c1nc2ccccc2[nH]1
  ·, 3, 13, 1, ·, ·, -7
32	COc1ccccc1C(=O)NCCC(=O)NCc1ccccn1
  -3, 2, 0, 0, 4, 13, -1
33	CCCCOC(=O)Cn1c(=O)c2c(nc(Br)n2Cc2ccccc2)n(C)c1=O
  ·, ·, ·, ·, 5, 4, 0
34	C[C@@H]1CN([C@H](C)CO)C(=O)c2cc(NC(=O)Nc3ccc(C(F)(F)F)cc3)ccc2O[C@@H]1CN(C)Cc1ccc(Oc2ccccc2)cc1
  -13, 0, -16, 6, -11, -4, ·
35	CCCc1c(O)nc(SC2CC(=O)N(c3ccc(OC)cc3)C2=O)[nH]c1=O (stereo not drawn)
  4, 1, -2, 0, ·, ·, -4
36	CC(C)NC(=O)N(C)C[C@@H]1OCCCC[C@H](C)Oc2ccc(NC(=O)NC3CCCCC3)cc2C(=O)N([C@H](C)CO)C[C@@H]1C
  1, 0, -10, 1, -65, -1, -4
37	CCn1ccnc1CNC(=O)C1CCC(=O)N(Cc2ccccc2F)C1 (stereo not drawn)
  11, -5, -3, 5, -3, -5, -7
38	CCN(CC)C(=O)C1CCCN(Cc2ccccc2F)C1 (stereo not drawn)
  ·, ·, ·, ·, 2, 0, 2
39	CCc1cc(C(=O)N=Nc2c(O)[nH]c3c(Br)cc(Br)cc23)c2ccccc2n1
  16, 0, 0, -2, 2, -8, 7
40	C/C=C/C=C\C(=O)Nc1cccc(C2=NOC3(C2)C[C@H](C(N)=O)N(C(=O)/C=C/C)C3)c1 (stereo partly drawn)
  -14, 10, -2, ·, 2, 2, -13

# Other entries:
# Every second line gives: LGR2 inh, CASP6 VEID inh, S100A4 inh HTS, SIRT5 inh, Statin myotox sup, esBAF inh, FN deposition inh
41	O=C(Nc1ccc(S(=O)(=O)N2CCCC2)cc1Cl)C1=COCCO1
  -4, ·, ·, ·, 16, -1, ·
42	c1cncc(-c2nn3c(Cn4nnc5ccccc54)nnc3s2)c1
  6, 11, -14, 0, 3, 2, ·
43	COc1ccc(S(=O)(=O)N(C)C[C@H]2OCCCC[C@@H](C)Oc3ccc(NS(C)(=O)=O)cc3C(=O)N([C@@H](C)CO)C[C@H]2C)cc1
  -5, 2, 6, -1, ·, 0, ·
44	COc1ccc(NC(=O)N(C)C[C@@H]2Oc3ccc(NS(=O)(=O)c4c(C)noc4C)cc3C(=O)N([C@H](C)CO)C[C@@H]2C)cc1
  -22, -5, 7, 0, 33, 2, ·
45	COc1ccc(S(=O)(=O)N(C)C[C@@H]2Oc3ccc(NC(=O)c4ccncc4)cc3C(=O)N([C@H](C)CO)C[C@H]2C)cc1
  -24, -1, 7, 5, 0, 3, ·
46	COc1cc(C(=O)NC(c2ccccc2)c2ccccc2)cc(Cl)c1OC
  -10, ·, ·, ·, -26, -5, 7
47	Cc1nc(N)c(CC(Br)CBr)c(Cl)n1 (stereo not drawn)
  4, 4, -1, 1, -3, -4, 2
48	COc1ccc(-c2c(NCCc3ccccc3)c(=O)c2=O)cc1
  6, 0, 2, -5, 13, 0, 3
49	O=C(/C(=C/O)N=Nc1ccccc1)c1ccco1
  24, 0, 1, -5, ·, ·, 14
50	CC1Sc2ccc(C(=O)Nc3ccccc3OC(F)F)cc2NC1=O (stereo not drawn)
  -4, 5, -1, 0, ·, ·, 18

# Part of the list above in order of heavy-atom count, highest first:
# Every second line gives: LGR2 inh, CASP6 VEID inh, S100A4 inh HTS, SIRT5 inh, Statin myotox sup, esBAF inh, FN deposition inh
50	CC1Sc2ccc(C(=O)Nc3ccccc3OC(F)F)cc2NC1=O (stereo not drawn)
  -4, 5, -1, 0, ·, ·, 18
42	c1cncc(-c2nn3c(Cn4nnc5ccccc54)nnc3s2)c1
  6, 11, -14, 0, 3, 2, ·
49	O=C(/C(=C/O)N=Nc1ccccc1)c1ccco1
  24, 0, 1, -5, ·, ·, 14
47	Cc1nc(N)c(CC(Br)CBr)c(Cl)n1 (stereo not drawn)
  4, 4, -1, 1, -3, -4, 2

# Later entries
# Every second line gives: LGR2 inh, CASP6 VEID inh, S100A4 inh HTS, SIRT5 inh, Statin myotox sup, esBAF inh, FN deposition inh
51	O=C(Nc1cc(S(=O)(=O)Nc2ccccc2Cl)ccc1O)c1cc2c(s1)CCCC2
  10, 0, -4, -4, 10, -6, 2
52	COc1ccc(-n2nnnc2SCC(=O)N2C(C)CCCC2C)c(OC)c1 (stereo not drawn)
  ·, ·, ·, ·, 28, 2, -1
53	CCN(CC(=O)Nc1ccc(N2CCOCC2)cc1)C(=O)COc1ccccc1OC
  -11, 2, 1, 2, ·, ·, 17
54	COC(=O)c1cc(-c2ccccc2)n(CCN)c1C
  8, -9, -3, ·, -4, -1, 29
55	CCc1ccc(C(=O)NCc2cnn(C)c2)s1
  -13, 3, 1, -2, 6, 36, 6
56	O=C(OCc1cn([C@@H]2C[C@H](c3ccc(Cl)cc3)N(Cc3cccs3)C[C@H]2O)nn1)c1ccccc1
  4, 2, 0, -1, 11, 1, -6
57	CCCCOC(=O)Nc1nccs1
  ·, ·, ·, ·, 4, 23, -4

# From PubChem BioAssay

# Only part of the results is shown. The share of hits here may be higher or lower than overall.
